CHO parental Ca: signal in parental CHO cells, OX1R antagonist counter-screen; parental CHO-K1, ATP-induced calcium, Fluo-8 fluorescence; inhibition, % at 5.6 µM; hit rate 0.63% among 330,000; AID 463079;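 active means inhibition above that plate's mean sample inhibition plus 3 SD, cut at about 26% in these data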;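 further: 0% = ATP-challenged DMSO wells and 100% = DMSO wells without ATP; some compounds past the cut are filed as inactive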
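Assay system: parental CHO cells; Read-out basis: percent inhibition of ATP-evoked calcium rise, normalized to controls; Benchmarks: ATP and no-ATP DMSO wells; Compound dosing: single nominal dose of 5.6 µM per compound; Signal: Fluo-8 calcium dye fluorescence; Also added: ATP as calcium-mobilizing challenge; Repeats: singlicate.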
CHRM1 PAM: potentiates human M1 receptor response to acetylcholine; hit rate 0.088% among 360,000; P11229; CHO-K1 hM1, Fluo-8 calcium fluorescence, ACh EC20; 0% = ACh EC20, 100% = maximal ACh; activation, % at 3 µM; in the data active means activation above about 19%, passing the limit was not always enough
Target sequence (P11229 whole entry, looked up): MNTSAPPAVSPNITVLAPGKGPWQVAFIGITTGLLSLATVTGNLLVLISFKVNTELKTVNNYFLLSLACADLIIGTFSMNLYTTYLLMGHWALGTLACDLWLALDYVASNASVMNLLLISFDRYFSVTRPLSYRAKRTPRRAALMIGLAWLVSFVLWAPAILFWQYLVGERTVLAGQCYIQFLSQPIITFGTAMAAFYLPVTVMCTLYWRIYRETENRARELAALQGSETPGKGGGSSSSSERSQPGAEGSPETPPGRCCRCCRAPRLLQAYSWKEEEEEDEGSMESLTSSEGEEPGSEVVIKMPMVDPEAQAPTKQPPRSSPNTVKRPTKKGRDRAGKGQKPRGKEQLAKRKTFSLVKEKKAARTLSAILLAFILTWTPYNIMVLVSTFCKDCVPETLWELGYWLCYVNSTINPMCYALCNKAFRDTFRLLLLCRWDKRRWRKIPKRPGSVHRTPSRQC
CHRM1 agonist: agonists of human M1 muscarinic receptor. P11229. CHO-K1 hM1, Fluo-8 calcium fluorescence, agonist mode; 0% DMSO, 100% acetylcholine EC100. activation, % at 3 µM. hit rate 0.33% among 360,000. AID 588814;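 active means activation above the run's mean compound activation plus 3 SD, cut at about 16% in these data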;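 further: peak over basal fluorescence ratio within a 140 s kinetic read after compound addition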
CHO-K1 Ca antag: M1 antagonist counterscreen hit in parental CHO-K1 cells. inhibition, % at 3 µM. ATP-induced calcium, Fluo-8 fluorescence. AID 602250. hit rate 0.6% among 360,000;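 active means inhibition above a per-plate cutoff, the plate's mean sample inhibition plus 3 SD, cut at about 24% in these data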;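 further: 0% = DMSO plus EC80 ATP and 100% = DMSO alone without ATP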
M1 antag: antagonists of human M1 muscarinic receptor; P11229; CHO-K1 hM1, Fluo-8 calcium fluorescence, ACh EC80 antagonist; inhibition, % at 3 µM; hit rate 1.3% among 360,000; AID 588852;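 active means percent inhibition above its own plate's cutoff, namely the mean of that plate's compound wells plus 3 SD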;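 further: peak over basal fluorescence ratio during 140 s after agonist addition; 0% = ACh EC80 plus DMSO and 100% = DMSO alone without agonist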
OXTR potentiate: human OXTR potentiation | P30559 | CHO-OTR cells, Fluo-8 calcium fluorescence, potentiator mode; 0% = oxytocin EC15, 100% = EC100 | AID 2445 | activation, % at 3 µM | hit rate 0.061% among 320,000;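 active means activation above that plate's cutoff, the mean activation of tested compounds plus 3 SD, cut at about 6.6% in these data, passing the limit was not always enough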;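 further: 100% uses oxytocin at 75 nM as the full agonist control; some results filed as inactive read as strong as hits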
Target sequence (P30559 whole entry, looked up): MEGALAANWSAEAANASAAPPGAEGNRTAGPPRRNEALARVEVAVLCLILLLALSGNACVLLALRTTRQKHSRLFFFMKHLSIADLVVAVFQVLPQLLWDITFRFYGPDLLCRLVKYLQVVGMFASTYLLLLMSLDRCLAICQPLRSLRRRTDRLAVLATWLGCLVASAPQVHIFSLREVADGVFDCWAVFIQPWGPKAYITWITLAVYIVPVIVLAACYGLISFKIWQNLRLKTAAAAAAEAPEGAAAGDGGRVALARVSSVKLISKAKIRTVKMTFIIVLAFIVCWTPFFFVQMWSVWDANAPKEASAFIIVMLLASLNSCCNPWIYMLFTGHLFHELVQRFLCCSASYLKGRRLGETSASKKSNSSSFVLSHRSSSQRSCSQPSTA
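Assay system: CHO-OTR cells, human receptor / Also added: oxytocin at about EC15, sub-maximal agonist stimulus / Dosing: single dose, 3.0 µM nominal final compound concentration / Incubation: 6 min pre-incubation, 100 s read / Technique: Fluo-8 calcium dye fluorescence / Read-out: % activation vs EC15 and EC100 oxytocin / Benchmarks: EC15 oxytocin low, 75 nM oxytocin high / Replicates: singlicate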
CHO-K1 Ca ag: counter-screen for M1 agonists: effect in parental CHO-K1 cells. AID 602248. activation, % at 3 µM. Fluo-8 calcium fluorescence; scaled to maximal ATP response, vehicle zero. hit rate 0.48% among 360,000; in the data active means activation above about 15%;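 further: untransfected CHO-K1 host cells lacking M1 receptor as counterscreen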
CHRM4 antagonist: blocks acetylcholine activation of human M4 receptor; CHO-hM4 cells, ACh EC80, Fluo-8 calcium fluorescence; inhibition, % at 3 µM; hit rate 0.73% among 360,000;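 active means inhibition above its plate's cutoff, the mean inhibition of sample wells plus 3 SD, cut at about 27% in these data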;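 further: 0% = acetylcholine EC80 with DMSO and 100% = DMSO without agonist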
M4 ag: CHRM4 agonism in calcium assay | CHO-K1 hM4/Gqi5, Fluo-8 calcium fluorescence; vehicle 0%, full acetylcholine response 100% | hit rate 0.14% among 360,000 | P08173 | activation, % at 3 µM;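 active means activation above the run mean over all test wells plus 3 SD, cut at about 32% in these data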;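 further: peak over basal fluorescence ratio per well then scaled between controls; 0% = DMSO wells and 100% = acetylcholine at EC100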
The depositor's hits bear a star; · = no result given.

entry	SMILES	CHRM1 agonist	M4 ag	CHO-K1 Ca antag	CHRM4 antagonist	M1 antag	CHO parental Ca	OXTR potentiate	CHO-K1 Ca ag	CHRM1 PAM
1	O=C1/C(=C/Nc2cccc([N+](=O)[O-])c2)CCc2ccccc21	-8	4	12	-4	25	-26	-9	1.0	-15
2	CC(C)C(=O)c1cn(CC(=O)NCC2CCCO2)c2ccccc12 (stereo not given)	5	1	-2	-4	-17	-9	-5	0.0	16
3	CCCN1C(=O)SC(CC(=O)Nc2ccc(Br)cc2)C1=O (stereo not given)	0	8	-12	-7	5	23	-18	2.4	-2
4	COc1cc(/C=C2/S/C(=N/S(=O)(=O)Cc3ccccc3)NC2=O)c([N+](=O)[O-])cc1OC	0	-1	-1	11	-6	-4	13*	0.1	6
5	COc1ccccc1/C=C/C=N/NC(=O)CCC1C(=O)NN=C1C (stereo not given)	-7	1	-3	-8	-6	-5	-6	0.7	8
6	CC1=C(n2ccnc2)CCC1=O	-4	0	-14	-15	-1	5	-2	0.0	3
7	CCOC(=O)N1CCC(N2C(=O)c3ccc(C(=O)Nc4ccc(F)cc4F)cc3C2=O)CC1	-2	1	-8	-3	-9	-17	-3	2.0	6
8	COc1ccc(/C=C2\SC(N3CCc4ccccc4C3)=NC2=O)cc1	-6	2	-11	-25	2	-21	-3	1.1	-3
9	COCCNC(=S)N(CCc1c(C)[nH]c2ccc(C)cc12)Cc1cc(OC)c(OC)c(OC)c1	3	6	21	-16	-18	-23	-10	0.3	7
10	CCOC(=O)N(C)c1c(CC)nc2c(OCc3ccc(F)cc3)cccn12	-10	-1	-15	-9	-16	·	·	-0.1	7
11	Cc1cccc(-[n+]2c(-c3cccc(Br)c3)[nH]c3nc4ccccc4nc32)c1	-3	0	-5	-3	-13	-26	-3	0.2	7
12	Cn1c(C(=O)O)c(CC(=O)Nc2ccc3c(c2)OCCO3)c2ccccc21	-3	0	-6	2	-14	-2	1	-0.3	6
13	O=C(Cn1c(NCCO)nc2ccccc21)c1ccco1	2	0	-11	-2	-25	-8	1	-0.1	10
14	COc1ccc(CCNC(=O)Cn2nnc(C(=O)Nc3cccc(C)c3C)c2N)cc1OC	-3	2	-1	1	-7	-7	-9	0.8	4
15	S=C(NC1CCCCC1)N1CCOCCOCCN(C(=S)NC2CCCCC2)CCOCCOCC1	-6	-2	7	18	-20	-42	2	-0.5	14
16	CCCCN(C)C(=O)c1nc2ccccn2c1CN1CCC[C@H]1CO	-5	2	-4	0	-10	-9	-4	0.7	7
17	CCOC(=O)c1sc(=S)n(-c2cc(F)ccc2F)c1N	-7	3	-19	1	-9	-3	-6	2.0	2
18	Cc1ccc(-c2cc(C(=O)N3CCN(C(=O)c4ccco4)CC3)[nH]n2)c(C)c1	-4	3	-13	-4	-5	-23	-7	1.7	-1
19	C[C@H](CO)N1C[C@H](C)[C@H](CN(C)S(=O)(=O)c2ccccc2)OCc2cnnn2CCCC1=O	1	1	-24	-5	-19	·	·	1.0	16
20	CCOc1ccc(NC(=O)COC(=O)Cn2nc(C)c([N+](=O)[O-])c2C)cc1OCC	-4	1	-13	3	-7	-12	-1	0.5	6
21	CCCN(CC1CC1)C(=S)NC(=O)c1ccc(S(=O)(=O)N2CCOCC2)cc1	-5	1	2	0	-2	-4	1	7.7	5
22	Cc1cc(C)c(NC(=O)CNC(=O)[C@@H]2CCCN2C(=O)c2cccs2)c(C)c1	-6	1	-14	0	-1	-4	4	0.1	1
23	Cc1cc(C(=O)Cn2cnc3ccccc3c2=O)c(C)n1C1CC1	1	0	15	-9	7	-12	-9	-0.2	6
24	COCCn1c(=S)[nH]c2ccccc21	-4	0	-13	5	-10	-8	-12	0.0	6
25	N#Cc1nc(-c2ccccc2Cl)oc1NCC1CCCO1 (stereo not given)	3	3	25*	-15	-5	-9	-3	-0.1	15
26	Cc1ccccc1CN1CCc2c(OCC(=O)N3CCCCC3)cccc2C1=O	-6	4	-7	2	-6	-4	-4	6.1	3
27	COc1cccc(C=N[C@@H](CO)[C@@H](O)c2ccc([N+](=O)[O-])cc2)c1O	-2	0	-4	8	-4	-8	-1	1.4	4
28	Cc1ccc(/C=N/NC(=O)CSc2nnc(-c3ccc(Cl)cc3)n2-c2ccc(Cl)cc2)o1	1	5	2	3	18	-23	-11	2.0	-3
29	COc1ccc(-c2nc3ccc(Br)cn3c2Cc2ccccc2)cc1OC	-4	0	-10	9	-9	·	·	0.2	-4
30	Cn1nc(C2CC2)cc1NC(=O)C1(C)CCN1C(=O)CCc1ccccc1 (stereo not given)	1	1	8	3	-4	·	·	0.5	4

A few values from the results shown.
In CHO-K1 Ca antag, COc1cccc(C=N[C@@H](CO)[C@@H](O)c2ccc([N+](=O)[O-])cc2)c1O is listed with -4
In CHO parental Ca, Cc1cc(C(=O)Cn2cnc3ccccc3c2=O)c(C)n1C1CC1 is listed with -12

An excerpt from above in order of molecular weight, falling:
entry	SMILES	CHRM1 agonist	M4 ag	CHO-K1 Ca antag	CHRM4 antagonist	M1 antag	CHO parental Ca	OXTR potentiate	CHO-K1 Ca ag	CHRM1 PAM
15	S=C(NC1CCCCC1)N1CCOCCOCCN(C(=S)NC2CCCCC2)CCOCCOCC1	-6	-2	7	18	-20	-42	2	-0.5	14
28	Cc1ccc(/C=N/NC(=O)CSc2nnc(-c3ccc(Cl)cc3)n2-c2ccc(Cl)cc2)o1	1	5	2	3	18	-23	-11	2.0	-3
19	C[C@H](CO)N1C[C@H](C)[C@H](CN(C)S(=O)(=O)c2ccccc2)OCc2cnnn2CCCC1=O	1	1	-24	-5	-19	·	·	1.0	16
11	Cc1cccc(-[n+]2c(-c3cccc(Br)c3)[nH]c3nc4ccccc4nc32)c1	-3	0	-5	-3	-13	-26	-3	0.2	7
22	Cc1cc(C)c(NC(=O)CNC(=O)[C@@H]2CCCN2C(=O)c2cccs2)c(C)c1	-6	1	-14	0	-1	-4	4	0.1	1
10	CCOC(=O)N(C)c1c(CC)nc2c(OCc3ccc(F)cc3)cccn12	-10	-1	-15	-9	-16	·	·	-0.1	7
30	Cn1nc(C2CC2)cc1NC(=O)C1(C)CCN1C(=O)CCc1ccccc1 (stereo not given)	1	1	8	3	-4	·	·	0.5	4
8	COc1ccc(/C=C2\SC(N3CCc4ccccc4C3)=NC2=O)cc1	-6	2	-11	-25	2	-21	-3	1.1	-3
23	Cc1cc(C(=O)Cn2cnc3ccccc3c2=O)c(C)n1C1CC1	1	0	15	-9	7	-12	-9	-0.2	6

The list continues.
entry	SMILES	CHRM1 agonist	M4 ag	CHO-K1 Ca antag	CHRM4 antagonist	M1 antag	CHO parental Ca	OXTR potentiate	CHO-K1 Ca ag	CHRM1 PAM
31	O=c1oc(-c2ccccc2)nc2c1C1(CCCCC1)Cc1ccccc1-2	-1	1	-5	10	-4	-17	-2	-0.3	9
32	Clc1ccc(SCc2cc(Cl)nc(-c3ccccc3)n2)cc1	-2	0	23	11	4	-8	2	0.0	-8
33	CCOC(=O)N1CCN(c2c(NCCCOC(C)C)c(=O)c2=O)CC1	-2	0	-7	-4	-10	-4	0	0.7	7
34	Cc1cccc(NC(=O)CNC(=O)COc2cc(F)ccc2[N+](=O)[O-])c1C	-7	0	3	3	9	-6	5	0.2	1
35	O=C(NCC1CC1)c1cc2c(c(-c3cccc(-c4ccccc4F)c3)n1)[C@H](CCO)N(C(=O)CC1CC1)C2	·	6	-14	-3	·	·	·	3.5	·
36	CCCCCCn1c(O)c(/C=C2\C=NN=C2c2ccccc2)sc1=S	-1	8	-8	13	-5	4	-4	3.1	2
37	CCN(CC)CCSc1nc(O)c(-c2ccccc2)c(=O)n1-c1ccccc1	-6	1	-15	1	-13	-1	3	0.0	6
38	COc1ccc(C(=O)COC(=O)C2CCN(c3ccc(C(F)(F)F)cn3)CC2)c(OC)c1	-3	0	-3	1	24	·	·	0.4	-12
39	O=C(CSCC(=O)N1CCCc2ccccc21)Nc1nc(-c2ccccc2)cs1	0	13	-6	-14	0	-1	-8	2.0	-2
40	CC(C)(C)c1cc(C(=O)NNc2cc(C(F)(F)F)ccc2Cl)n(Cc2ccccc2)n1	-7	-1	1	-2	4	-7	-17	0.2	-7
41	CCc1ccc(-c2nn(Cc3ccccc3)cc2/C=C/C(=O)O)cc1	-2	1	8	2	-2	-8	-4	0.0	3
42	O[C@H]1C[C@H](c2ccccc2)N(CC2CCCCC2)C[C@@H]1n1cc(-c2ccc(F)cc2)nn1	-3	0	-7	-11	-3	·	·	0.0	-4
43	CCOC(=O)C1=C[C@@H](C(C)(C)C)N(S(=O)(=O)c2ccc(C)cc2)[C@H]1c1ccc(F)cc1	-8	-1	8	6	25	·	·	0.5	-13
44	NS(=O)(=O)c1ccc(CNC(=O)CSc2ccccc2)cc1	-8	1	16	-2	2	1	-3	0.3	4
45	CCOC(=O)c1sc(C)c2c(=O)n(CC(=O)c3ccc(Br)cc3)nnc12	-5	0	0	-9	-7	-21	-3	0.4	-2
46	COc1ccc(Cc2nc(C(=O)Nc3ccc(Cl)cc3)cs2)cc1	-2	4	0	-13	11	0	-11	2.8	-10
47	CCOc1ccccc1OCCCC(=O)Nc1cc(S(=O)(=O)N2CCCCC2)ccc1C	-3	7	-6	-8	-13	·	·	4.0	3
48	COc1ccccc1NC(=O)/C=C1\NC(=O)CS1	-2	1	-19	-1	-7	-5	4	-0.1	8
49	Cc1nc(C)c(-c2ccnc(/N=C/NO)n2)s1	-3	1	-6	10	-10	-2	-7	0.5	11
50	Cc1ccccc1S(=O)(=O)N1C[C@H]2CON(C)[C@H]2C[C@H]1c1cccc(Br)c1	-5	1	-7	-6	-12	·	·	0.2	4
51	COC(=O)COc1ccc2c(c1)O/C(=C\c1ccco1)C2=O	-3	1	-15	-24	-12	4	-22	0.1	6
52	COc1cccc(CNCc2ccccc2OC)c1	-8	1	-13	-8	-3	-9	-2	0.6	8
53	O=C1c2ccccc2C(=O)N1CNc1ccccc1	-3	0	-5	2	-11	-2	-3	0.2	11
54	O=C(O)CCC(=O)Nc1ccc(Br)cn1	-1	0	-6	6	-21	-16	3	0.8	5
55	CCc1ccccc1OCCCN1CCCC1	-10	1	6	-7	-13	-18	1	-0.2	0
56	O=C(c1nnc(-c2ccncc2)o1)c1ccccc1Cl	-4	2	-14	6	-9	-14	-6	0.5	-5
57	COc1ccc(NS(=O)(=O)c2ccc(C)c(NC(=O)CN3C(=O)NC4(CCCC4)C3=O)c2)cc1	-4	3	3	1	7	-9	-2	0.3	-2
58	O=c1c2[nH]c3ccc(F)cc3c2nc2n1CCS2	-13	2	2	-1	-9	-11	-1	1.6	0

Bioassay records as filed in PubChem BioAssay.
